ERAP1 HTS inh: blocks human ERAP1 aminopeptidase activity; recombinant ERAP1, Leu-AMC fluorescence, 60 min; AID 652197; actives 0.15% (n = 340,000); inhibition, % at 10.7 µM; Q9NZ08;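 active = mean replicate inhibition of at least 30%, or all replicates individually reaching that 30% level; inactive = mean below 30% and not every replicate reaching it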;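 note: 0% = neutral control wells and 100% = L-leucinethiol positive control wells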
PGC1a acetyl inh: lowers PGC1a acetylation signal in U2OS cells; actives 0.17% (n = 350,000); AlphaScreen anti-acetyl-lysine; with virally co-expressed GCN5 acetyltransferase; inhibition, % at 15.6 µM;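 active = every replicate shows inhibition of at least 40%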;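 note: 0% = neutral control wells and 100% = positive control wells; some results beyond the cut were filed as inactive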
Cneo AK release: Cryptococcus neoformans lysis via adenylate kinase release; AID 651654; lysis activity, % at 15 µM; actives 0.2% (n = 360,000); C. neoformans lysis, adenylate kinase release luminescence, 4 h; normalised: neutral wells 0, clomiphene wells 100;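 active = mean lysis activity across replicates of at least 80%, whatever share of replicates individually reach that level; inactive = mean lysis activity below 80%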
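Material: C. neoformans cells | Amount: Yeast cell density of 5 × 10^6 cells/mL | Medium: Fresh YPD growth medium | Dosing: Single dose | Times: Static 4 h at 37 °C with compound, 1 h detection | Detection: AK luminescence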
miR122 inh: inhibitors of miR-122 in Huh7 cells; Huh7 miR-122 Renilla luciferase sensor, 48 h; neutral wells = 0, positive control = 100; activation (reporter increase), % at 12.5 µM; actives 0.3% (n = 340,000); AID 602342;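 active = mean replicate activation score at least 90 and every replicate individually at or above 90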;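 note: higher luciferase means less miR-122 activity so hits act as miR-122 inhibitors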
RAD54 inh: inhibitors of human RAD54 branch migration | RAD54 Holliday junction branch migration, FAM/BHQ fluorescence | inhibition, % at 10.4 µM | actives 0.14% (n = 360,000) | AID 602329;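 active = mean normalized replicate activity at least 40 and at least half of replicates scoring 40 or more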;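 note: 0% = median of neutral control wells and 100% = median of positive control wells; inhibitors cause a drop in the FAM fluorescence signal; in these data hits start at about 50%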
E-sel inducer: E-selectin induction on HUVECs | AID 686992 | activation, % at 7.58 µM | HUVEC E-selectin immunofluorescence imaging; normalized: neutral wells 0, TNF-alpha wells 100 | actives 0.37% (n = 260,000) | P16581;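 active = mean E-selectin-positive cell signal at least 10% of the positive control, reached in at least 60% of replicates, without over 20% cell loss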;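 note: in these data hits start at about 27%; measured in HUVEC primary endothelial cells; signal is the percent of cells scored E-selectin positive by PE staining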
Target sequence (P16581 whole entry, looked up): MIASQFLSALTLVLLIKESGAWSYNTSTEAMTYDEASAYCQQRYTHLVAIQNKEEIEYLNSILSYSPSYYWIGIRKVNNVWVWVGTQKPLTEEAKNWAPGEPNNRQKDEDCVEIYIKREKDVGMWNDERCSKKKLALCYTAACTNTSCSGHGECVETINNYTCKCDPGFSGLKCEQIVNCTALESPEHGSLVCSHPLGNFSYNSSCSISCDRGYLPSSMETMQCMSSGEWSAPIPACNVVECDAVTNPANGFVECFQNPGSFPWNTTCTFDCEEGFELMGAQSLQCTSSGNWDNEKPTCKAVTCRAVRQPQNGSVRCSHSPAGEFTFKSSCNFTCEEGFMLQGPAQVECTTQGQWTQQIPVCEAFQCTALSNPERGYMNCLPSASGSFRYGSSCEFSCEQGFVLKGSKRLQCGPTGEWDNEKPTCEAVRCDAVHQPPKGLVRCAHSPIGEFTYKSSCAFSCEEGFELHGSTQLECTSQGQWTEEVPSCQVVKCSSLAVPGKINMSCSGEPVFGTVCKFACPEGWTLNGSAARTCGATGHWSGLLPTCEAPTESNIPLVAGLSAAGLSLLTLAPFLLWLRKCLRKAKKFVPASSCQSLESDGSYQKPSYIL
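Assay system: HUVEC primary endothelial cells. Input: 3,000 HUVEC seeded per well. Doses: one compound dose added by pin transfer. Read-out basis: % PE-positive cells. Benchmarks: TNF-alpha high, DMSO low. Detection: immunofluorescence imaging. Buffer or medium: EGM-2, gelatin.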
PglD inh: PglD (C. jejuni) enzyme inhibition | inhibition, % at 12.5 µM | purified PglD enzyme, DTNB colorimetric CoA detection | actives 0.098% (n = 360,000); in the data active = inhibition above about 16%, passing the limit was not always enough; note: strong numbers were not always called active
RAD52 anneal inh: blocks human RAD52 DNA annealing; actives 0.46% (n = 360,000); recombinant RAD52 DNA annealing, FRET fluorescence; P43351; inhibition, % at 18.7 µM;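 active = every replicate showing at least 50% inhibition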
Target sequence (P43351 whole entry, looked up): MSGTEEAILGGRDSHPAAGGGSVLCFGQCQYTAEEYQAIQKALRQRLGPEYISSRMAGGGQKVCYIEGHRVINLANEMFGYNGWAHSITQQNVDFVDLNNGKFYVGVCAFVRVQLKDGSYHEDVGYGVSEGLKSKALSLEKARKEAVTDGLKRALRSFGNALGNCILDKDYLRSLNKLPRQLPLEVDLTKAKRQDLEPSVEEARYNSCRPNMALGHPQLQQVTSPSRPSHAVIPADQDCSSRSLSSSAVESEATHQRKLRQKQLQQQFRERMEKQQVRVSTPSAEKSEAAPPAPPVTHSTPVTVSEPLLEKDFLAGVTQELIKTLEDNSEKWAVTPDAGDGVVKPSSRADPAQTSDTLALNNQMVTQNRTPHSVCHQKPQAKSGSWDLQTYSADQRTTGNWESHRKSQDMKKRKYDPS
* marks the source's active call; other numbers are inactive results; . = not tested or not shown; & = joins results of further samples; [ ] = dose if it differs, or a comment.

SMILES	ERAP1 HTS inh	PGC1a acetyl inh	Cneo AK release	miR122 inh	RAD54 inh	E-sel inducer	PglD inh	RAD52 anneal inh
O=C(OCc1cn([C@H]2C[C@H](c3ccc(Cl)cc3)N(C(=O)C3CCCCC3)C[C@@H]2O)nn1)c1ccccc1	19	-6	2	2	-6	1.7	-1	-5
O=C(CCc1nnc(CCc2ccccc2)o1)N1CCCCC1CCn1cccn1 (stereo not drawn)	.	.	0	6	-8	.	-6	.
CO[C@H]1CN(C)C(=O)c2ccc(NC(C)=O)cc2OC[C@H](C)N(Cc2cc(F)ccc2F)C[C@H]1C	-2	-3	0	14[16.7 µM]	5	-0.3	2	13
CN(C)CCCNC(=O)C[C@@H]1CC[C@H]2[C@@H](COc3ccc(NS(C)(=O)=O)cc3C(=O)N2C)O1	.	1	1	-28[16.7 µM]	-1	0.2	0	-4
O=C(NCc1cccc(C(F)(F)F)c1)c1csc(COCCO)n1	-1	-30	0	0	6	-0.2	0	-5
Cc1cc(/C=C2\SC(=S)NC2=O)c(C)n1-c1ccccc1	.	14	-13	5	3	0.7	-10	-93
CC[C@H](C)Cc1cn([C@@H](CCCCN)C(=O)NCCCCCCCCCCC(=O)N2CCNCC2)nn1	-3	.	31	.	-3	0.2	-8	77*
CC(=O)N1N=C(c2cccs2)CC1c1ccc(C)o1 (stereo not drawn)	-6	.	-2	.	-17	0.0	-7	-10
Cc1ccc(-c2nnn(CC(=O)NC3CC4CCC3C4)n2)cc1 (stereo not drawn)	.	0	3	-2	11	.	-1	.
O=C(CNC(=O)c1ccco1)N/N=C/c1cc(Br)ccc1O	-6	.	0	-2	-3	.	8	-8
Cc1ccc(Cc2c(-c3ccc(F)cc3)nc3c(C)cc(Br)cn23)cc1	.	4	0	6	5	.	-1	.
Cc1c(C(=O)NCc2cccc(C(F)(F)F)c2)sc(=O)n1Cc1ccc(C(=O)N(C)C)cc1	.	.	0	.	0	.	1	-21
COc1cccc(C(=O)N2CCN=C2SCc2cccnc2)c1OC	0	0	-1	5	-7	.	-2	-6
COc1ccc([C@@H]2C[C@H]3[C@@H](CN2S(=O)(=O)c2ccccc2)C(=O)C[C@@H](c2ccc(C)cc2)N3S(=O)(=O)c2ccc(C)cc2)cc1	.	-13	0	1	3	-8.6	3	-15
O=C(Nc1nnc(SCC(=O)N2CCCCC2)s1)c1ccccc1F	3	.	0	-3	14	-0.1	-1	1

Structures listed above printed as active in RAD52 anneal inh:
canonical_smiles,ERAP1 HTS inh,PGC1a acetyl inh,miR122 inh,PglD inh,RAD52 anneal inh
CC[C@H](C)Cc1cn([C@@H](CCCCN)C(=O)NCCCCCCCCCCC(=O)N2CCNCC2)nn1,-3,.,.,-8,77*

Continuation:
SMILES	ERAP1 HTS inh	PGC1a acetyl inh	Cneo AK release	miR122 inh	RAD54 inh	E-sel inducer	PglD inh	RAD52 anneal inh
Cc1cccc(NC(=O)CN2C(=O)CCSc3ccc(S(=O)(=O)N4CCOCC4)cc32)c1C	2	-7	9	-7	1	.	1	-12
COc1ccc(NC(=O)N2C[C@H](O)COC[C@H]3O[C@@H](CC(=O)NCc4ccccc4OC)CC[C@@H]32)cc1	1	5	2	-1[16.7 µM]	5	-0.1	-1	-8
CCC(C)(C(=O)Nc1ccc(OC)cc1)N(C)C(=O)Cn1nnnc1N (stereo not drawn)	1	-9	1	-4	-11	.	-4	0
Cn1c(Cn2c(=O)sc3ccccc32)nnc1SCC(=O)NCc1ccccc1Cl	-3	2	1	-6	2	.	1	-11
O=C1CCc2cc(S(=O)(=O)N3CCCC3C(=O)NC3CCCCCCC3)ccc2N1 (stereo not drawn)	-1	.	-1	.	8	.	-1	6
Cc1ccc(C(=O)NCC(=O)OC(C)C(=O)NC2CCCc3ccccc32)cc1 (stereo not drawn)	-3	5	0	-14	4	.	-3	1
Cn1c(=O)c2c(nc(N3CCCCCC3)n2CC(=O)c2ccccc2)n(C)c1=O	.	41	2	-10	6	.	5	.
C[C@H](CO)N1C[C@H](C)[C@H](CN(C)Cc2ccc(C(F)(F)F)cc2)Oc2c(NC(=O)c3cnccn3)cccc2C1=O	-3	2	27	11[16.7 µM]	-3	.	-2	-4
Cc1ccc(CSc2nnc(-c3ccncc3)n2N)cc1	.	6	3	3	-4	.	-2	-2
Cc1ccc(C(=O)Oc2ccccc2N2C(=O)C3C4CCC(C4)C3C2=O)cc1 (stereo not drawn)	3	-7	7	2	-3	-1.4	7	-9
CC(=O)N1CCC(C(=O)Nc2cc(S(=O)(=O)N3CCCCC3)ccc2C)CC1	8	10	0	1	-10	-0.1	-2	-7
COc1ccc(C2=NOC(C(=O)Nc3ccc4c(c3)OCO4)C2)cc1OC (stereo not drawn)	-1	-2	.	2	.	-0.1	.	-1
CO[C@@H]1CN(C)C(=O)c2ccc(NC(=O)Nc3ccccc3)cc2OC[C@H](C)N(C(C)=O)C[C@H]1C	0	.	119*	1[16.7 µM]	-3	0.1	-1	26
C=CCOc1ccc(CNCC2CCCO2)cc1 (stereo not drawn)	-3	.	0	.	-1	2.8	2	-18
CCCCn1c(=N)n(CC(O)COc2ccc(C)cc2)c2ccccc21 (stereo not drawn)	.	.	1	16	3	.	6	.
C[C@@H]1CCCCO[C@@H](CN(C)C(=O)CCCN(C)C)[C@@H](C)CN([C@H](C)CO)C(=O)c2cc(NC(=O)CCC(F)(F)F)ccc2O1	-6&-2	-1&12	0&54	-8	4&9	.	-2&-2	-9&-2
CO[C@@H]1CN(C)C(=O)c2ccc(NC(C)=O)cc2OC[C@H](C)N(C(=O)C2CCC2)C[C@@H]1C	-3	-2	-3	.	12	0.7	-1	6
Cn1c(SC2CCCCC2=O)nnc1-c1ccncc1 (stereo not drawn)	.	-22	0	-4	3	.	-7	.
CC(C)Cn1cc(C(=O)NCCCN2CCCC2=O)c2c3ccccc3n(C)c2c1=O	.	-4	2	-3	3	.	5	.
c1ccc(CN=C2CCCc3ccccc3N2)cc1	-5	3	-1	7	-3	-2.5	2	1
C[C@H](CO)N1C[C@H](C)[C@@H](CN(C)Cc2ccc(-c3ccccc3)cc2)Oc2c(NS(=O)(=O)c3cccs3)cccc2C1=O	1&-2	-2	0&4	15[16.7 µM]	4&-4	5.9&-0.7	2&0	-27&-13
O=C(NC1=NCCS1)c1ccc(Cl)c(Cl)c1	-1	-5	-2	4	-5	.	-3	-2
O=C(COc1ccccc1)NC(Cc1c[nH]c2ccccc12)C(=O)O (stereo not drawn)	.	-1	-3	4	-5	.	9	.
Cc1[nH]nc2c1C(c1ccccc1F)CC(=O)N2 (stereo not drawn)	.	-3	1	-6	2	.	0	.
COc1ccc(C2CC(c3cccs3)=NN2C(=O)CCC(=O)O)cc1OC (stereo not drawn)	-3	.	0	-2	-7	.	1	2
NC(=O)c1sc2nc(-c3ccccc3)c3c(c2c1N)CCCC3	-6	-10	-2	-5	2	0.3	-1	-4
CCOC(=O)C1CCCN(S(=O)(=O)c2cc3c4c(c2)CCC(=O)N4CCC3)C1 (stereo not drawn)	-1	.	0	-3	-14	-0.3	-3	-10
CCn1cc(NC(=O)Nc2ccccc2C(=O)OC)c(C(N)=O)n1	.	10	-3	-7	6	.	4	.
O=C(NCc1ccccc1)C1CCCN1S(=O)(=O)c1ccc(Cl)cc1 (stereo not drawn)	3	-5	0	3	-8	.	2	-7
Cc1ccc(S(=O)(=O)Nc2ccc3c(c2)C(=O)N([C@H](C)CO)C[C@H](C)[C@H](CN(C)C(=O)NC2CCCCC2)OCCCC[C@H](C)O3)cc1	0	-5	0	-4[16.7 µM]	3	0.4	-2	13
Cc1cc(C(=O)Nc2cccc3c2O[C@@H](CN(C)S(=O)(=O)c2cccs2)[C@@H](C)CN([C@@H](C)CO)C3=O)n(C)n1	-1	-4	-3	2[16.7 µM]	5	0.0	8	10
O=C1CN(Cc2ccc(F)cc2)C[C@@H]2[C@H](c3ccc(-c4ccccc4)cc3)[C@H](CO)N12	5	4	.	.	.	-0.2	.	16
Cc1ccsc1C(=O)OCC(=O)Nc1nnc(-c2ccccc2)o1	-8	.	1	.	-10	-0.1	5	-12
Cc1cccc(NC(=S)N2CCN(C(=O)c3ccco3)CC2)c1	2	.	-1	.	2	.	-1	-10
CC1Cc2ccccc2N1S(=O)(=O)c1cccc(C(=O)NCCCn2ccnc2)c1 (stereo not drawn)	-6	-5	3	-1	-15	.	2	3
CC1(C(=O)NCc2ccco2)Cc2c(-c3ccccc3)ccnc2O1 (stereo not drawn)	-1	-34	0	15	-3	1.5	-3	-12
Cc1noc(C)c1NC(=O)N(C)C[C@H]1OCc2ccccc2-c2c(n(C)c3ccccc23)C(=O)N([C@@H](C)CO)C[C@@H]1C	-2	9	-4	.	-1	-0.3	1	2
COc1ccc(OC(C)C(=O)NC2CC(C)(C)NC(C)(C)C2)cc1 (stereo not drawn)	.	.	1	9	-5	.	-2	.
Cc1cnc(C(=O)Nc2ccc3c(c2)CCC3)cn1	.	-7	1	-1	5	.	-3	.
C[C@H](CO)N1C[C@H](C)[C@H](CN(C)Cc2ccc(C(=O)O)cc2)Oc2ccc(NC(=O)CCC(F)(F)F)cc2CC1=O	-2	1	-2	-2[16.7 µM]	-24	.	2	16
Cc1cccc(CNC(=O)c2ccc3c(c2)N(C)CCS3)c1	8	-19	-2	-8	0	-0.1	2	-15
COc1ccc(-n2c(SCC(=O)NCC3CCCO3)nc3n[nH]c(C)c3c2=N)cc1 (stereo not drawn)	.	-9	-2	5	7	.	-21	.
C[C@@H]1CN([C@@H](C)CO)C(=O)CCCn2cc(nn2)CO[C@H]1CN(C)C(=O)OCc1ccccc1	-3&1&3	3&-3&-1	5&2&14	3	-10&-10&-1	0.6&-0.3	1&4&8	2&11&2
CCCC#Cc1ccc([C@H]2[C@H]3CN(C(=O)NC4CCCC4)CCCCN3[C@H]2CO)cc1	0	12	1	4[16.7 µM]	0	0.6	-3	13
O=C(NCCCN1CCOCC1)c1ccc2c(=O)n(CCc3ccccc3)c(=O)[nH]c2c1	.	2	-1	.	11	.	-6	.

In the list so far, these contain bromine.
SMILES	ERAP1 HTS inh	PGC1a acetyl inh	Cneo AK release	miR122 inh	RAD54 inh	E-sel inducer	PglD inh	RAD52 anneal inh
O=C(CNC(=O)c1ccco1)N/N=C/c1cc(Br)ccc1O	-6	.	0	-2	-3	.	8	-8
Cc1ccc(Cc2c(-c3ccc(F)cc3)nc3c(C)cc(Br)cn23)cc1	.	4	0	6	5	.	-1	.

(continued)
SMILES	ERAP1 HTS inh	PGC1a acetyl inh	Cneo AK release	miR122 inh	RAD54 inh	E-sel inducer	PglD inh	RAD52 anneal inh
C[C@@H]1CN([C@@H](C)CO)C(=O)c2cc(NC(=O)Nc3ccc(C(F)(F)F)cc3)ccc2O[C@@H](C)CCCCO[C@@H]1CN(C)CC1CCCCC1	-1	-15	3	-3[16.7 µM]	2	0.1	-1	-12
COCCC(=O)NC1CCCc2c1cnn2-c1cccc(C)c1C (stereo not drawn)	-3	.	0	.	0	.	-4	-12
CC(C)(C)C(=O)NC(=S)NCCc1ccccc1	.	6	0	-4	3	.	-11	.
CC(C)C(=O)NC(Nc1cc(C(F)(F)F)ccc1Cl)C(Cl)(Cl)Cl (stereo not drawn)	.	-15	0	-5	1	.	-11	.
CO[C@@H]1CC[C@H]2CCOc3c(C#N)cccc3C(=O)N(C)C[C@@H](C)C(=O)N(C)C[C@@H]1O2	0	-4	10	.	-11	-0.2	1	-2
Cc1ccc(N(CC(=O)Nc2cccc(Cl)c2C)S(C)(=O)=O)cc1	-1	.	2	.	1	0.0	-4	-10
CCOC(=O)C1=C(C)NC(SCC(=O)Nc2cc(C)on2)=C(C#N)C1c1cccs1 (stereo not drawn)	.	2	1	-1	9	.	4	.
Cc1ccc(C(=O)COC(=O)c2nc3nccc(C)n3n2)c(C)c1	1	-6	0	-6	-12	.	3	-16

Compounds as they come (roughly 1.4% active in at least one column).
